# CXXC DNA block = blocks binding of human MLL CXXC domain to DNA; Q03164; 290,000 tested, 0.037% active; Potency, µM (top dose mostly 115 µM), inactives show top-dose activity change, negative = inhibition, usual class: inhibitors; MLL-CXXC / FITC-HOXA9 DNA fluorescence polarization; active means well fitted inhibition curve with a large enough effect in the polarisation, with a control signal flat, not every such curve was filed as active; inconclusive means small, poorly fitted or top-dose-only effect, or effect the other way, or a change in a side signal; inactive means no such curve, though single readings can be large or run the other way; the % refers to the polarisation; further: potency means the concentration at half of the fitted maximal effect
#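 Steps: dispense CXXC domain solution (7 uM) → pin compounds or unlabeled HOX-A9 DNA control → 5 min ambient → add FLSN-HOX-A9 solution (50 nM) → spin → 30 min ambient → fluorescence polarization. Tris pH 7.5/NaCl/DTT/BSA buffer.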
# hERG WT inh = KCNH2 (human, wildtype) channel inhibition; U2OS, BacMam KCNH2, thallium flux FluxOr; stronger effect = lower value; 340,000 tested, 0.37% active; activity change, % at 1.84 µM;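 active means maximum activity change below -70%; inconclusive means maximum activity change between -70% and -50%; inactive means maximum activity change above -50%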; further: on the % scale 0 is the no-effect control and ±100 the full control effect
#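 U2OS cells were transduced with wild-type KCNH2 virus (2.03 x 10^8 / mL) for 4 h at room temperature, then cultured overnight at 37 C. Thallium flux was read with FluxOr dye. Rate constants were normalized to DMSO controls.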
# KCNH2 3.1 block = KCNH2 3.1 (human) potassium channel inhibition. U2OS KCNH2 3.1, thallium flux FluxOr; stronger effect = lower value. activity change, % (tested at about 1.8 µM). 340,000 tested, 0.95% active. AID 720553;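 active means maximum activity change below -70%; inconclusive means maximum activity change from -70% to -50%; inactive means maximum activity change above -50%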;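 further: thallium influx rate constant from kinetic fluorescence after stimulation buffer; on the % scale 0 is the no-effect control and ±100 the full control effect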
#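 Kinetic fluorescence (2 min after stimulation buffer) measures Tl+ influx through KCNH2 3.1 expressed by viral transduction in U2OS cells; the rate constant is normalized against DMSO controls serving as positive and negative references.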
# GALK inh = blocks human galactokinase activity | P51570 | Purified GALK, Kinase-Glo residual ATP luminescence | Potency, µM (highest dose often 57.5 µM), for the others: at the top dose activity change, negative = inhibition, hits mostly inhibitors | 270,000 tested, 0.007% active | AID 1868; further: potency means the concentration at half of the fitted maximal effect; on the % scale 0 is the no-effect control and ±100 the full control effect
#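 Compounds were pin-transferred into ATP buffer (35 uM final), then GALK plus galactose (5 nM, 100 uM final) was added. After 1 h at room temperature, Kinase-Glo Plus was added and luminescence read after 10 min.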
# TRPV1 agonist = human TRPV1 agonism | TRPV1-expressing cells, Fluo-8 calcium influx, agonist mode | 320,000 tested, 0.19% active | Q8NER1 | activation, % at 8.33 µM; in the data active means activation above about 80%; inconclusive means between about 30% and that limit; further: 0% is about no effect
# Target sequence (Q8NER1 whole entry, looked up): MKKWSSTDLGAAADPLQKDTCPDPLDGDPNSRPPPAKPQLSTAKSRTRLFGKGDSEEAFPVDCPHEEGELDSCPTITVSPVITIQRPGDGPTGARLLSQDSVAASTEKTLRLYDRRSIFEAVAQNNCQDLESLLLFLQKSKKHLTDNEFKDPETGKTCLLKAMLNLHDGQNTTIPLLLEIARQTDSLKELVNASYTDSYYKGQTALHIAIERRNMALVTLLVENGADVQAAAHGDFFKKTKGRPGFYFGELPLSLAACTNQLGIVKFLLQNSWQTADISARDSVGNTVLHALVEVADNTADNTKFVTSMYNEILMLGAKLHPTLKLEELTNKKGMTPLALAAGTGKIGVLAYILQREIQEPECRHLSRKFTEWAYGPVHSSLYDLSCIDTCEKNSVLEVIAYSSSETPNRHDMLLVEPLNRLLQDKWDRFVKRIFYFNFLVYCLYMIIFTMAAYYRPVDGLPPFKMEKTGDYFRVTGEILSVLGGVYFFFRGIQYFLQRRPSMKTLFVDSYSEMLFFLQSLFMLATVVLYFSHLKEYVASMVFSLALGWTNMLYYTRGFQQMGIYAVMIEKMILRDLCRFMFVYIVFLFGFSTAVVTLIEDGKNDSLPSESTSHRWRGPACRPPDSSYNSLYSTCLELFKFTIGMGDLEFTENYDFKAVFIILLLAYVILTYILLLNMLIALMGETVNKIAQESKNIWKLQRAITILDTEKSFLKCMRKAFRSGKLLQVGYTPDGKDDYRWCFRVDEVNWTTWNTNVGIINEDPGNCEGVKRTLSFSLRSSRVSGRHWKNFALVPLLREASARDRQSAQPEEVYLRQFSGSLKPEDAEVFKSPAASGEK
#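 Cells expressing TRPV1 were dye-loaded with Fluo-8 and read kinetically: 10 s baseline, 3 min after compound (agonist portion), then 2 min after EC20 capsaicin (allosteric enhancer portion). Calcium-bound dye fluorescence at 480/520 nm.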
# FBPA coupling cs = counter-screen for Giardia aldolase inhibitors: coupling enzyme system; coupling enzyme system counterscreen, AmpLite Red fluorescence; activity change, negative = inhibition, % at 58.2 µM, hits read low; 290,000 tested, 0.67% active; AID 2472; in the data active means activity change below about -30%; further: on the % scale 0 is the no-effect control and ±100 the full control effect
#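 Final compound at 57.5 uM, incubated 10 min at RT with coupling enzyme reagent (glyceraldehyde-3-phosphate), then 20 min with substrate and AmpLite Red detection. Fluorescence read at 525/598 nm; tests interference with the coupling assay, not aldolase inhibition.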
# Giardia kill = kills Giardia lamblia. 340,000 tested, 0.15% active. Giardia lamblia trophozoite viability. AID 540267. activity change, % at 7.66 µM, hits read low; in the data active means activity change below about -80%; inconclusive means between about -30% and that limit;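 further: parasites exposed to compound for two days anaerobically before the ATP read; on the % scale 0 is the no-effect control and ±100 the full control effect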
#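 Luminescence from cellular ATP indicates surviving trophozoites (100 cells/well) following 48 hrs anaerobic compound treatment at 37 deg C; signal develops 15-30 min at room temperature.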
# USP2a block = blocks human ubiquitin-specific protease USP2a; O75604; USP2 core, Ub-CHOP2 coupled fluorogenic reporter, 485/531; Potency, µM (top dose mostly 38.3 µM), for the others: at the top dose activity change, negative = inhibition, usual class: inhibitors; 330,000 tested, 0.01% active;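 further: potency means the concentration at half of the fitted maximal effect; plate controls were DMSO wells for no effect and full inhibition by NEM control for full effect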
#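 Deubiquitinase activity read as fluorescence (485/531 nm) after Ub-CHOP2 cleavage activates the enterokinase reporter on its substrate; USP2 core 10nM, Ub-CHOP2 and substrate 25nM each, 30min compound preincubation then 60min RT; data normalized to NEM, curves fitted.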
# PKM2 act = increases activity of human pyruvate kinase M2; Potency, µM (highest dose often 57.5 µM), inactives show at the highest dose activation, most hits filed as activators; 260,000 tested, 0.34% active; P14618; purified PKM2, Kinase-Glo ATP luminescence, activation; response scale: 0% is enzyme alone, no compound; further: potency means the concentration at half of the fitted maximal effect; on the % scale 0 is the no-effect control and ±100 the full control effect; nearly all actives have a fitted effect of over 55% in size
#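 Kinase-Glo luminescence reports ATP generated from ADP (0.1 mM) and PEP (0.5 mM) by purified hPK-M2 after 1 h at room temperature, pH 7.2 imidazole buffer; intermediate enzyme activity allows detecting inhibitors and activators.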
# B2AR arrestin = beta2AR (human) beta-arrestin recruitment activity; beta-arrestin recruitment to beta2AR, cell-based reporter; AID 492947; Potency, µM (doses to about 46.1 µM), without a hit: top-dose activation, usual class: activators; P07550; 330,000 tested, 0.02% active;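 further: potency means the concentration at half of the fitted maximal effect; 0% = DMSO controls and full agonism = EC100 isoproterenol or metaproterenol; nearly all actives have a fitted effect of over 65% in size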
# Menin MLL FP TR = menin-MLL binding inhibition, Texas Red mutant peptide. O00255. Menin + Texas Red MLL mutant peptide, fluorescence polarization. Potency, µM (series often up to 61.6 µM), for inactives: at the top dose FP activity change, negative = inhibition, usual class: inhibitors. 270,000 tested, 0.23% active. AID 1768; active means well fitted inhibition curve with a large enough effect in the polarisation, with a control signal flat, not every such curve was filed as active; inconclusive means small, poorly fitted or top-dose-only effect, or effect the other way, or a change in a side signal; inactive means no such curve, though single readings can be large or run the other way; the % refers to the polarisation; further: potency means the concentration at half of the fitted maximal effect; % of control where 0% means no effect; many of its hits are not listed in these tables
# An asterisk follows results filed as active; u = inconclusive; x = no result given; & = joins results of further samples; [ ] = remark or other dose. Unless noted, the call rests on the fitted dose curve; in most records, active means well fitted curve in the direction sought with a large enough effect; inconclusive means small, poorly fitted or top-dose-only effect, or another doubt; inactive means no such curve, though single readings can be large; an effect the other way counts as inactive or inconclusive. Only part of the results is shown (hit frequency here may not be typical).
SMILES,CXXC DNA block,hERG WT inh,KCNH2 3.1 block,GALK inh,TRPV1 agonist,FBPA coupling cs,Giardia kill,USP2a block,PKM2 act,B2AR arrestin,Menin MLL FP TR
Cc1ccccc1CSCCC(=O)NCCC1=CCCCC1,6%,-7,0,0%,u,-1,7,3%,0%,0.4%,1%
O=[N+]([O-])c1cccc(C(=S)N2CCN(c3ccccc3F)CC2)c1,37%[activator],-7,5,1%,0,2,-2,1%,0%,0.1%,12%
COc1ccc(NC(=O)NC[C@@H]2CC[C@@H](Cc3ccc(-c4ccccc4)cc3)O2)cc1,x,-2,-5,x,x,x,6,2%,x,-0.3%,x
Cc1ccc(NC(=O)/C(=C\c2cccc([N+](=O)[O-])c2)NC(=O)c2cccs2)cc1,19%,4,-84*,-2%,x,4,3,0%,3%,0.4%,x
Cc1oncc1C(=O)Nc1cccc2ccccc12,20%,7,6,-1%,3,-1,24,2%,4%,0.1%,0%
Cc1cccc(NC(=O)c2ccc(NCCO)c([N+](=O)[O-])c2)n1,-11%,0,11,0%,-6,-5,-3,-9%,-4%,-0.4%,x
O=C(CCl)Nc1cn(-c2ccccc2)nc1-c1ccc(F)cc1,13%,2,-25,0%,14,1,8,2%,0%,-0.1%,34%[activator]
CCOC(=O)c1sc(NC(=O)CCCCl)nc1C,-6%,0,3,1%,10,-1,-6,1%,-17%,-0.2%,-12%
CCN(CC)c1ccc(NC(=O)COc2ccc(C#N)cc2)cc1S(=O)(=O)Nc1ccc(OC)cc1,-6%,9,-41,0%,2,0,-3,3%,7%,-0.8%,-14%
Cc1ccccc1N1CCN(C2CCCN(C(=O)c3cnsn3)C2)CC1 (stereo not given),5%,18,3,6%,-1,-2,-1,6%,2%,0.6%,25%
c1ccc(COc2ccc(OCCCN3CCCC3)cc2)cc1,7%,29,-50,0%,-1,4,9,0%,-5%,-0.4%,-8%
CCOc1ccccc1-n1c(COc2ccccc2)nnc1SCC(N)=O,3%,10,7,0%,0,-1,-9,2%,6%,0.1%,-28%
Cc1ccc(CN2CCN(CCC(C)C)C(CCO)C2)s1 (stereo not given),3%,0,13,1%,0,1,-12,3%,2%,-0.2%,-6%
COc1ccccc1NS(=O)(=O)c1cc(NC(=O)c2cnccn2)ccc1N1CCOCC1,-8%,5,2,6%,6,3,-10,-1%,0%,-0.8%,x
CN(C)S(=O)(=O)c1ccc(S(=O)(=O)N(CC(=O)Nc2ccccc2)CC2CCCO2)cc1 (stereo not given),-9%,0,-22,5%,5,2,-9,1%,12%,-0.2%,21%
Cn1c(=O)c2c(ncn2CCCc2ccccc2)n(C)c1=O,-2%,-16,7,0%,0,0,-7,2%,11%,-0.5%,-6%
O=C(Nc1ccc(C(=O)O)cc1)/C(=C\C=C\c1ccccc1)NC(=O)c1cccc(Br)c1,-8%,-2,-4,-4%,15,12,-12,-10%,4%,0.4%,u
CCOC(=O)c1c(NCC2CCCO2)c2ccccc2[nH]c1=O (stereo not given),8%,5,x,-3%,3,-7,-3,1%,-11%,0.1%,-22%
CCOCc1nnc(NC(=O)c2c(OC)cccc2OC)s1,-5%,1,10,2%,2,4,2,8%,9%,0.2%,3%
C/C=C/c1ccc(OCCOc2ccc(C=O)cc2)c(OC)c1,14%,-1,1,0%,3,-1,-1,1%,1%,12%,2%
Cc1ccc(S(=O)(=O)NC(C)(C)CSc2ncccn2)cc1,6%,-9,11,7%,-1,-6,-4,0%,-12%,-0.1%,-7%
CN(Cc1cccc2ncccc12)C(=O)CC1C(=O)NCCN1Cc1ccc(F)cc1 (stereo not given),-8%,5,1,0%,1,-7,4,6%,-18%,-0.6%,8%
COc1ccc(CCn2c(-c3cc([N+](=O)[O-])cc([N+](=O)[O-])c3)nc3nc4ccccc4nc32)cc1,-9%,-1,2,-2%,-5,2,-28,1%,-17%,-0.9%,2%
COCCCNc1nc(N)c([N+](=O)[O-])c(NCC2CCCO2)n1 (stereo not given),-1%,1,2,11%,-2,5,10,4%,1%,0.0%,x
O=C(c1ccc(F)cc1)N1CCCC(c2nc(-c3ccncc3)no2)C1 (stereo not given),x,-8,11,x,8,x,-2,1%,x,-0.1%,x
O=C1c2ccccc2NC(c2cn[nH]c2-c2ccccc2)N1O (stereo not given),-9%,-3,4,1%,1,-1,-12,0%,1%,-1.5%,-4%
COCCNC(=S)NNc1ccc(Cl)c(C(=O)O)c1,-1%,-2,-3,8%,x,-2,9,1%,-8%,-0.5%,x
Cc1cc(C)nc(N/N=C/C=C/c2ccccc2)n1,-1%,2,-4,x,-1,1,7,-2%,8%,-0.6%,-4%
CC(Oc1ccc2c(-c3ccccc3)cc(=O)oc2c1)C(=O)NCC1CCC(C(=O)O)CC1 (stereo not given),11%&-4%,-5&-6,4&-1,x,-1&3,4&4,-24&-14,-1%&1%,2%&2%,-1.2%&-0.5%,-10%&-5%
CC1C(=O)N2CCCc3cc(S(=O)(=O)N4CCN(c5cccc(Cl)c5)CC4)cc1c32 (stereo not given),x,-5,-6,x,7,x,-5,1%,x,0.3%,x
Cn1c(SCC(N)=O)nnc1C1CCN(C(=O)NCc2ccccc2)CC1,-4%,9,7,-1%,0,0,-2,-1%,-4%,-0.1%,-12%
COc1ccccc1C1CC(=O)Nc2cc3c(cc21)OCCO3 (stereo not given),-5%,-37,-3,0%,6,-3,-1,2%,-2%,-0.7%,-23%
Cc1c(C(=O)OCC[N+]2(C)CCCCC2)oc2ccccc12,-9%,2,16,-1%,-1,0,8,1%,u,0.0%,11%
Cc1nn(C)cc1S(=O)(=O)Nc1ccccc1Br,5%,5,10,-3%,-1,3,-3,1%,-3%,0.0%,-9%
Cc1nn(CC(=O)NCCc2ccc(Cl)cc2Cl)c(C)c1[N+](=O)[O-],-5%,-2,10,-1%,-6,4,6,2%,0%,-0.4%,9%
O=C(Cn1cnc2ccccc2c1=O)Nc1ccc(N2CCOCC2)cc1,5%,5,4,9%,-3,-1,12,3%,1%,0.2%,-9%
Cc1cc(N2CCOCC2)n2ncc(-c3ccccc3Cl)c2n1,-8%,-7,-10,8%,29,1,-1,-1%,x,-1.0%,-5%
Cc1ccc(Nc2nc(N3CCN(C)CC3)nc(N)c2[N+](=O)[O-])cc1C,8%,x,x,1%,2,-1,x,0%,-2%,6.1%,3%
O=C(C1=C(O)C(=O)N(Cc2ccco2)C1c1ccccc1)c1cccs1 (stereo not given),16%,-1,-5,-4%,-3,6,7,0%,5%,-0.1%,25%
Cc1cccc(C(C)(C)C)c1OCCCCN1CCCC1,17%,10,10,5%,-2,1,0,5%,10%,-0.1%,-3%
CC(C)(C)c1ccc(/C=N/NC(=S)NC2CCCCC2)cc1,-5%,15,11,1%,14,1,-2,-14%,6%,0.0%,5%
CCc1nnc(NC(=O)CS(=O)(=O)Cc2ccccc2)s1,12%,-1,-4,0%,0,0,6,-1%,x,0.1%,7%
N#CCNC1CC(=O)N(c2ccccc2)C1=O (stereo not given),-3%,-11,4,1%,0,-2,-15,0%,1%,0.0%,16%

# Look-ups from the list:
# O=C1c2ccccc2NC(c2cn[nH]c2-c2ccccc2)N1O (stereo not given) in TRPV1 agonist has 1
# Cc1cccc(C(C)(C)C)c1OCCCCN1CCCC1 in USP2a block has 5%
# N#CCNC1CC(=O)N(c2ccccc2)C1=O (stereo not given) in PKM2 act has 1%
# CC1C(=O)N2CCCc3cc(S(=O)(=O)N4CCN(c5cccc(Cl)c5)CC4)cc1c32 (stereo not given) in hERG WT inh has -5
# Cc1nn(C)cc1S(=O)(=O)Nc1ccccc1Br in USP2a block has 1%
# CC(C)(C)c1ccc(/C=N/NC(=S)NC2CCCCC2)cc1 in GALK inh has 1%
# Cc1ccc(Nc2nc(N3CCN(C)CC3)nc(N)c2[N+](=O)[O-])cc1C in TRPV1 agonist has 2

# Grouped by structure, those above with a cyano group (2)
SMILES,CXXC DNA block,hERG WT inh,KCNH2 3.1 block,GALK inh,TRPV1 agonist,FBPA coupling cs,Giardia kill,USP2a block,PKM2 act,B2AR arrestin,Menin MLL FP TR
CCN(CC)c1ccc(NC(=O)COc2ccc(C#N)cc2)cc1S(=O)(=O)Nc1ccc(OC)cc1,-6%,9,-41,0%,2,0,-3,3%,7%,-0.8%,-14%
N#CCNC1CC(=O)N(c2ccccc2)C1=O (stereo not given),-3%,-11,4,1%,0,-2,-15,0%,1%,0.0%,16%
